# Nrf2 activator – qHTS of Nrf2 Activators; AID 624171, 2012; AREc32 ARE-luciferase reporter (MCF7-derived line), luminescence, 24 h; Potency, µM (top dose mostly 46.1 µM), without a hit: at the highest dose activation, usual class: activators; actives 0.31% (n = 410,000); also: potency is read from the fitted curve at half-maximal effect; % of control where 0% means no effect; nearly all actives have a fitted effect of over 65% in size
#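 ARE-driven firefly luciferase activity in AREc32 cells measured after a 24 hr compound exposure at 37 deg C, using Steady-Glo reagent and a 30 min room-temperature hold.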
# Abeta yeast res – qHTS for compounds that reverse cellular toxicity of Amyloid beta (A-beta) peptide in yeast: Primary Screen. yeast expressing A-beta42, growth rescue, OD600, 48 h; response scale: 0% DMSO, 100% iron-clioquinol control. Potency, µM (top dose mostly 46.1 µM), inactives show at the highest dose growth rescue, actives largely listed as activators. actives 0.063% (n = 410,000). AID 1347071, 2019; also: potency is read from the fitted curve at half-maximal effect; nearly all actives have a fitted effect of over 55% in size
#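 Growth rescue measured by 600 nm absorbance after 48 h yeast culture at 30 C with compound. Values normalized between DMSO and an equimolar ferric chloride plus clioquinol control.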
# Nrf2 inh – Nrf2 qHTS screen for inhibitors; A549 ARE-Fluc reporter, luciferase luminescence, 18-24 h; Potency, µM (doses to about 46 µM), without a hit: at the highest dose activity change, negative = inhibition, hits mostly inhibitors; actives 2.1% (n = 360,000); AID 504444, 2011; also: potency is read from the fitted curve at half-maximal effect; % is scaled to controls: 0 for no effect and ±100 for the full control effect; nearly all actives have a fitted effect of over 60% in size
#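 Reporter: ARE-Fluc in A549. Exposure: 18-24 h, 37 °C, 5% CO2, 5% FBS OPTI-MEM. Readouts: fluorescent cytotoxicity (CellTiter-Fluor), then luminescent Nrf2 signal after BugLite.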
# CCT chaperon mod – High-Throughput Screening for Modulators of Cytosolic Chaperonin Activity. actives 0.3% (n = 360,000). activity change, % (test concentration not listed), hits read low. purified chaperonin ATPase assay, HTRF ADP detection, 30 min; in the data active = activity change below about -30%; also: % is scaled to controls: 0 for no effect and ±100 for the full control effect
#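 TRiC (40 or 20 nM final, by batch activity) in 30 mM Tris pH 7.4, 100 mM KCl, 5 mM MgCl2, 1 mM DTT was treated with compound at 76 uM single dose, then 10 uM ATP, 30 min at 37 °C. ADP was read by HTRF Transcreener.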
# A549 tox – Nrf2 qHTS screen for inhibitors: counterscreen for cytotoxicity; AID 504648, 2011; actives 0.16% (n = 390,000); Potency, µM (series often up to 46 µM), for the others: top-dose activity change, negative = cytotoxicity, hits mostly inhibitors; A549 ARE-Fluc cells, CellTiter-Fluor viability, 18-24 h; also: potency is read from the fitted curve at half-maximal effect; % is scaled to controls: 0 for no effect and ±100 for the full control effect
#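 A549 ARE-Fluc cells in 5% FBS OPTI-MEM, 5000 cells/well, rested 2 h then exposed to compounds in concentration-response for 18-24 h at 37 °C. Viability by CellTiter-Fluor fluorescence (Ex 405/Em 525) after 30 min; luciferase luminescence (BugLite, 15 min, RT) read afterwards.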
# MmCpn inh – Inhibitors of TCP-1 ring complex (TRiC) of Methanococcus maripaludis (MmCpn): qHTS; purified Mm-Cpn ATPase, ADP Transcreener TR-FRET; Potency, µM (series often up to 76.9 µM), for inactives: at the top dose activity, negative = inhibition, usual class: inhibitors; actives 0.031% (n = 330,000); AID 504842, 2011; also: potency is read from the fitted curve at half-maximal effect; % is scaled to controls: 0 for no effect and ±100 for the full control effect; nearly all actives have a fitted effect of over 80% in size
#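 Purified archaeal chaperonin (25 nM final) was preincubated with compound for 10 min at 37°C, then ATP (10 uM final) was added for 30 min at 37°C in Tris pH 7.4/KCl/MgCl2/DTT buffer. ADP was quantified by HTRF Transcreener TR-FRET.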
# HepG2 viability – qHTS for Inhibitors of TGF-b: Cytotox Counterscreen; HepG2 CAGA-GFP viability, ATP luminescence, 18 h; Potency, µM (top dose mostly 46.1 µM), without a hit: at the top dose activity change, negative = cytotoxicity, usual class: cytotoxic; actives 0.76% (n = 410,000); also: potency is read from the fitted curve at half-maximal effect; some results filed as inactive show a strong effect at the top dose
#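 CellTiter-Glo luminescence gave cytotoxicity after 18 hours at 37 degrees C. The cells were HepG2 CAGA-GFP in 1% FBS DMEM, stimulated with 500 pg/mL TGF-beta after compound addition. %Activity was normalised to no-cell wells (complete cell-killing) and DMSO (no toxicity), and curves were fitted and classified.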
# pAkt inh – HTS Assay for Inhibitors of Akt Phophorylation: Primary Screen. Neuro2A IGF-stimulated pAkt S473 HTRF, 20 min; stronger effect = lower value. activity change, % for hits at 50 µM. actives 0.32% (n = 360,000). AID 651550, 2012; in the data active = activity change below about -80%; inconclusive = mostly about -51% to -80%; also: % is scaled to controls: 0 for no effect and ±100 for the full control effect
#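 Neuro2A cells (4,500/well, DMEM with 0.5% FBS) were treated with compound at a single 50 µM final concentration, stimulated with 6 nM IGF for 20 min at 37 °C, and lysed. Phospho-Akt Ser473 was read by HTRF as 665/615 ratio ×10^4.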
# TGFb inhibitor – qHTS for Inhibitors of TGF-b | AID 588855, 2011 | HepG2 CAGA-GFP TGF-b/SMAD3 reporter, GFP fluorescence, 18 h; TGF-beta stimulated, 500 pg/mL final | Potency, µM (series often up to 46.1 µM), for inactives: top-dose activity, negative = inhibition, actives largely listed as inhibitors | actives 1.2% (n = 410,000); also: potency is read from the fitted curve at half-maximal effect; % is scaled to controls: 0 for no effect and ±100 for the full control effect; nearly all actives have a fitted effect of over 65% in size
#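 First, reporter cells (HEPG2 CAGA-GFP) rested 2 h at 37 degrees C. Next, compounds were pinned in and TGF-beta added to 500 pg/mL final. After 18 h, GFP was imaged per cell and summed per well.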
# * hit, by the source's call; i = inactive; ? = inconclusive; . = no result given; & = joins results of further samples; [ ] = dose if it differs, or a comment. Unless noted, calls follow the shape of the dose curve; as a rule, active = well fitted curve in the direction sought with a large enough effect; inconclusive = small, poorly fitted or top-dose-only effect, or another doubt; inactive = no such curve, though single readings can be large; an effect the other way counts as inactive or inconclusive. Compounds as they come; 4.3% or so of the library scored in one or more.
# The opening 4 compounds, to show the layout:
molecule	HepG2 viability	A549 tox	Nrf2 activator	MmCpn inh	pAkt inh	TGFb inhibitor	Nrf2 inh	Abeta yeast res	CCT chaperon mod
Nn1c(SCc2ccccn2)nncc1=O	-5%	1%	1.2%	-29%	i	22%	-23%	4%	1.0
CC(C)OCCCNC(=O)CCCn1c(=O)[nH]c2ccsc2c1=O	4%	8%	-0.3%	.	.	0%	-17%[9.27 µM]	-9%	.
Cc1ccc(C)c(N(C(=O)c2csnn2)C(C(=O)NC2CCCCC2)c2cccnc2)c1 (centres undefined)	3%	-3%	-0.6%	0%	i	1%	-11%	9%	-0.9
Cc1cc(Cl)c2oc(C(=O)NC3CCC(O)CC3)c(C)c2c1 (centres undefined)	-27%	0%	6.9%	1%	i	-24%	12%	-3%	1.9

# This part in full, previewed entries included:
molecule	HepG2 viability	A549 tox	Nrf2 activator	MmCpn inh	pAkt inh	TGFb inhibitor	Nrf2 inh	Abeta yeast res	CCT chaperon mod
Nn1c(SCc2ccccn2)nncc1=O	-5%	1%	1.2%	-29%	i	22%	-23%	4%	1.0
CC(C)OCCCNC(=O)CCCn1c(=O)[nH]c2ccsc2c1=O	4%	8%	-0.3%	.	.	0%	-17%[9.27 µM]	-9%	.
Cc1ccc(C)c(N(C(=O)c2csnn2)C(C(=O)NC2CCCCC2)c2cccnc2)c1 (centres undefined)	3%	-3%	-0.6%	0%	i	1%	-11%	9%	-0.9
Cc1cc(Cl)c2oc(C(=O)NC3CCC(O)CC3)c(C)c2c1 (centres undefined)	-27%	0%	6.9%	1%	i	-24%	12%	-3%	1.9
CCN1CCN(C(=S)NCC2CCCO2)CC1 (centres undefined)	-6%	7%	-0.5%	-1%	i	-17%	-4%	0%	-1.8
COc1ccc(CNC(=O)C2CCC(CNc3c(N4CCC(C)CC4)c(=O)c3=O)CC2)cc1 (centres undefined)	2%	0%	2.7%	-2%	i	2%	-2%	-6%	1.1
CN(C)C(=S)c1ccc(N(C)C)cc1	-26%	-4%	-0.5%	2%	i	-8%	10%	-7%	-0.4
O=C(Nc1ccc2ccccc2c1)Nc1ccc2snnc2c1	-49%	?	3.7%	-7%	i	?	?	14%	-1.7
CCn1cc(CNC(=O)CCc2nnc(CCC3CCCCC3)o2)cn1	-9%	6%	0.1%	-2%	i	-6%	-7%	-2%	0.2
Cc1nn(-c2ccc(N3CCOCC3)nn2)c(C)c1CCC(=O)NCc1ccccc1	4%&-17%	10%&4%	-1.1%&-0.9%	0%	i	5%&-21%	?	-1%&-2%	-1.5
COc1ccc(Cl)cc1C(=O)NC1=NCCS1	13%	-7%	6.4%	-3%	i	-19%	2%	7%	-2.2
CCOc1ccccc1NC(=O)NC(CC)c1c(-n2cccc2)sc2c1CCN(C)C2 (centres undefined)	-33%	4%	-0.2%	.	.	-19%	16%	1%	.
C=CCNC(=O)c1snnc1-c1ccccc1	21%	18%	-0.2%	-1%	i	0%	.	11%	-0.1
c1ccc(-c2cnc(CSc3nnc4ccccn34)o2)cc1	-5%	-8%	-0.5%	0%	i	-12%	?	-1%	0.7
CC1(C)N=C(SCC(=O)Nc2ccc(Cl)cc2Cl)C(c2ccccc2)=N1	-13%	-17%	4.9%	0%	i	-13%	?	2%	2.3
CS(=O)(=O)Nc1ccccc1C(=O)OCc1cc(=O)n2nc(C3CCCCC3)sc2n1	0%	-5%	0.5%	.	.	-11%	.	8%	.
Cc1c(C(=O)Nc2ccc(Cl)cn2)oc2ccccc12	-24%	0%	?	1%	i	0%	?	3%	0.5
N#Cc1c(-n2ccnc2)cccc1-n1ccnc1	-22%	18%	-0.2%	-5%	i	-1%	?	-2%	-1.2
Cn1cccc1/C=C(/C#N)c1ccc(F)cc1	13%	1%	6.4%	3%	i	?	3%	16%	-3.6
O=C(NCCOCCn1c(=O)oc2ccccc21)Nc1ccc(F)cc1	-15%	1%	-1.4%	.	.	-16%	?	-4%	.
CCOc1ccc2c(c1)c(N=NC(=N)N)c(O)n2C	-24%	-9%	0.4%	-3%	i	-17%	10%	7%	-7.8
Cc1cc(OC(C)C(=O)NC2CC(C)(C)NC(C)(C)C2)c2c(C)c(C)c(=O)oc2c1 (centres undefined)	-8%	.	13%	.	i	3%	.	1%	-0.3
CC1CCCN(C(=O)C(C)Nc2cc(Cl)ccc2N2CCOCC2)C1 (centres undefined)	-6%	-11%	1.7%	2%	i	8%	-10%	19%	-4.3
CC(C(=O)NCc1ccco1)n1ccc2cc(S(=O)(=O)N3CCCCC3)ccc21 (centres undefined)	-23%	0%	2.0%	-2%	i	2%	?	1%	3.7
CC(=O)OCCSc1c(-c2ccccc2)c2cc(Cl)ccc2[nH]c1=O	-54%	0%	1.6%	-5%	i	?	?	13%	-1.7
CC(C)(C)C(=O)c1sc2nc(-c3cccs3)cc(C(F)(F)F)c2c1N	-2%	.	20%	1%	i	14%	?	-2%	2.7
N#C/C(=C(/O)c1ccc(F)cc1)c1nc2ccccc2s1	-72%	-20%	4.3%	-7%	i	?	?	0%	-0.6
COc1cccc(C(=O)N2CCN(CCCc3ccccc3)CC2)c1OC	-5%	-1%	-0.2%	0%	i	-14%	?	23%	0.5
CCC(NC(=S)NCc1ccc(F)cc1)c1ccccc1 (centres undefined)	-33%	16%	-0.4%	-2%	i	-26%	-7%	11µM*	-3.7
Cc1ccc(/C=N/NC(=S)NC2CCCCC2)o1	4%	3%	0.3%	-3%	i	-2%	?	24%	0.9
N#Cc1cc(-c2ccccc2)nnc1Sc1ccc(Cl)cc1	9%	3%	2.7%	-1%	i	0%	.	23%	-0.9
Cc1ccc(OCc2ccc(C(=O)Nc3nc4ccccc4n3C)o2)c([N+](=O)[O-])c1	-10%	-2%	0.1%	-2%	i	1%	5%	-5%	-3.7
O=C(O)c1cc2nc(-c3ccccc3)cc(C(F)(F)F)n2n1	1%	3%	5.5%	-2%	i	18%	4%	4%	-4.2
O=C(CN1C(=O)/C(=C\c2cccc(Br)c2)Oc2ccccc21)NCCCN1CCOCC1	-25%	?	3.7%	0%	i	12%	?	1%	-0.3
O=C(NCCCn1ccnc1)C(=O)NCC1OCCN1S(=O)(=O)c1ccc(Br)cc1 (centres undefined)	3%	-1%	3.2%	-3%	i	2%	4%	-7%	1.1
Cc1cccc(C(O)c2ncc(-c3ccc(Cl)cc3)[nH]2)c1C (centres undefined)	-39%	.	0.1%	.	i	?	.	-1%	-1.4
CC1(C)OC2OC(COC(=O)c3ccc([N+](=O)[O-])cc3)C3OC(C)(C)OC3C2O1 (centres undefined)	6%	2%	-0.4%	-2%	i	4%	16%	-3%	1.5
CCCCC(=O)Nc1nnc(SCC(=O)NC2CC2)s1	0%	1%	0.1%	-6%	i	17%	-6%	-5%	1.7
CCOC(=O)N1C=CC=C[C@@H]2[C@@H](N3C(=O)c4ccccc4C3=O)C(=O)N21	0%	-1%	-0.2%	-1%	i	5%	7%	8%	-1.8
Cc1ccc(C)c(C(=O)COC(=O)CN2C(=O)C3C4C=CC(C4)C3C2=O)c1 (centres undefined)	-29%	-4%	0.4%	2%	i	16%	6%	13%	-0.7

# Single records, from the list above. Order of screens: HepG2 viability	A549 tox	Nrf2 activator	MmCpn inh	pAkt inh	TGFb inhibitor	Nrf2 inh	Abeta yeast res	CCT chaperon mod
# `CS(=O)(=O)Nc1ccccc1C(=O)OCc1cc(=O)n2nc(C3CCCCC3)sc2n1` is entered as 0%	-5%	0.5%	.	.	-11%	.	8%	.
# `N#Cc1c(-n2ccnc2)cccc1-n1ccnc1` is entered as -22%	18%	-0.2%	-5%	i	-1%	?	-2%	-1.2
# `Cc1nn(-c2ccc(N3CCOCC3)nn2)c(C)c1CCC(=O)NCc1ccccc1` is entered as 4%&-17%	10%&4%	-1.1%&-0.9%	0%	i	5%&-21%	?	-1%&-2%	-1.5
# `Cc1ccc(C)c(N(C(=O)c2csnn2)C(C(=O)NC2CCCCC2)c2cccnc2)c1` (centres undefined) is entered as 3%	-3%	-0.6%	0%	i	1%	-11%	9%	-0.9
# `Cc1c(C(=O)Nc2ccc(Cl)cn2)oc2ccccc12` is entered as -24%	0%	?	1%	i	0%	?	3%	0.5

# Screening data as filed in PubChem BioAssay.
